# Screens as filed in PubChem BioAssay.
# PAFAH2 inh: PAFAH2 (human) inhibition; 340,000 tested, 0.99% active; inhibition, % at 3.39 µM; Q99487; recombinant PAFAH2, FP-rhodamine activity probe, fluorescence polarization;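 active = inhibition above the mean over all tested compounds plus 3 SD, cut at about 30% in these data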;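 also: inhibitors block probe labeling of enzyme so polarization drops; 0% = enzyme with DMSO and 100% = wells lacking PAFAH2 protein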
# PAFAH1B3 inh: inhibitors of human PAFAH1B3. inhibition, % at 3.39 µM. 340,000 tested, 0.28% active. recombinant PAFAH1B3, FP-rhodamine probe, fluorescence polarization. Q15102;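 active = inhibition above the screen-wide average of all tested compounds plus 3 SD, cut at about 25% in these data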;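 also: 0% = enzyme with DMSO only and 100% = wells lacking PAFAH1B3 protein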
# Target sequence (Q15102 whole entry, looked up): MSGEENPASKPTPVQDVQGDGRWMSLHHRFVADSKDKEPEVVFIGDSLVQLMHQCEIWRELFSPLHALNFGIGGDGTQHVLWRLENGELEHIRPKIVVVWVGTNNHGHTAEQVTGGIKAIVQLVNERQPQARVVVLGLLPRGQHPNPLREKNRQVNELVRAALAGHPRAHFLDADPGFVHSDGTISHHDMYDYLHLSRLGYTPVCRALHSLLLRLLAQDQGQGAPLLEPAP
# PAFAH1B2 FP inh: blocks human PAF acetylhydrolase 1b catalytic subunit 2 | P68402 | recombinant PAFAH1B2, FP-rhodamine activity probe, fluorescence polarization | inhibition, % at 3.39 µM | 340,000 tested, 1.2% active;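 active = inhibition above the mean of all tested compounds plus 3 SD, cut at about 24% in these data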;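 also: 0% = enzyme with DMSO and 100% = wells lacking PAFAH1B2; many of its hits are not listed in these tables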
# LYPLA2 inh: LYPLA2 (human) inhibition in PME1 counter-screen | O95372 | recombinant LYPLA2, FP-Rh probe fluorescence polarization | inhibition, % at 5.9 µM | 320,000 tested, 0.38% active;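 active = inhibition above the screen-wide mean plus 3 SD, limit set per campaign, cut at about 26% in these data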;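 also: 0% = LYPLA2 with DMSO and 100% = wells lacking LYPLA2 enzyme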
# PREPL inhibitor: human PREPL enzyme inhibition; inhibition, % at 5.96 µM; AID 2751; 320,000 tested, 0.68% active; recombinant PREPL, fluorescence polarization activity-based probe; in the data active = inhibition above about 43%;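 also: 0% = enzyme with DMSO and 100% = wells lacking enzyme; many of its hits are not listed in these tables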
# LYPLA1 inh: blocks human lysophospholipase 1, a PME1 counter-screen; O75608; recombinant LYPLA1, FP-Rh probe fluorescence polarization; inhibition, % at 5.9 µM; 320,000 tested, 0.16% active;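 active = inhibition above the mean of all tested compounds plus 3 SD, set per campaign, cut at about 14% in these data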;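 also: inhibitors block serine hydrolase probe labeling of LYPLA1 so polarization falls; 0% = enzyme with DMSO and 100% = wells lacking LYPLA1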
# Target sequence (O75608 whole entry, looked up): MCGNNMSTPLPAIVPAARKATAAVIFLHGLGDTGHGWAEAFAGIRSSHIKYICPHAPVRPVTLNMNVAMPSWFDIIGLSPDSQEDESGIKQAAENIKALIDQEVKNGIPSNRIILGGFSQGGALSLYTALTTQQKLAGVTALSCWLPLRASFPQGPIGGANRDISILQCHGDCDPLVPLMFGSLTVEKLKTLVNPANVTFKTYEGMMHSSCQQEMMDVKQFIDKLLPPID
# PAD4 inh: PAD4 (human) enzyme inhibition. recombinant PAD4, RCA probe fluorescence polarization. Q9UM07. inhibition, % at 6.36 µM. 330,000 tested, 0.41% active. AID 485272;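 active = percent inhibition above a cutoff equal to the mean of all tested compounds plus 3 SD, cut at about 15% in these data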;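 also: 0% = PAD4 with RCA probe and DMSO and 100% = probe without PAD4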
# pPAFAH inh: inhibitors of human plasma PAF acetylhydrolase (pPAFAH); inhibition, % at 3.39 µM; Q13093; AID 463082; recombinant pPAFAH, FP-rhodamine probe fluorescence polarization; 330,000 tested, 1.5% active;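 active = inhibition above the mean inhibition across the screen plus 3 SD, cut at about 25% in these data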;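 also: inhibitors block binding of the rhodamine activity-based probe so polarization drops; 0% = enzyme with DMSO and 100% = wells lacking pPAFAH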
# Target sequence (Q13093 whole entry, looked up): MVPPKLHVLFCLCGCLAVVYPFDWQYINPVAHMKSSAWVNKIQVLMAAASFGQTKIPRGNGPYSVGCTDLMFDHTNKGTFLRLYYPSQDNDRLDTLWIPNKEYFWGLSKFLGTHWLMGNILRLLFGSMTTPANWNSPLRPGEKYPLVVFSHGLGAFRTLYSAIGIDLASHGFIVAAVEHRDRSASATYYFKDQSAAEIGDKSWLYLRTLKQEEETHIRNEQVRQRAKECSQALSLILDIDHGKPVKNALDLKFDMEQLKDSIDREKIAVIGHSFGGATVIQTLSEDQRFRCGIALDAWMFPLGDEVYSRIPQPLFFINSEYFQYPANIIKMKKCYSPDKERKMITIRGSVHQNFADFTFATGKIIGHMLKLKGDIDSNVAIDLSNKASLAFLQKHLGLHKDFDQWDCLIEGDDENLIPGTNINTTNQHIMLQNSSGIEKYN
# GSTO1 inh: GSTO1 inhibition, counter-screen for RBBP9 inhibitors | inhibition, % at 5.96 µM | P78417 | recombinant GSTO1, activity-based probe fluorescence polarization | 300,000 tested, 1.1% active | AID 1974;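 active = inhibition above the campaign mean inhibition plus 3 SD, cut at about 35% in these data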;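 also: 0% = GSTO1-1 with DMSO and 100% = wells lacking GSTO1-1 enzyme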
# Starred values were filed as active, the others as inactive; x = no result given. This is a subset; count on the stated rates, not on these rows.
SMILES,PAFAH2 inh,PAFAH1B3 inh,PAFAH1B2 FP inh,LYPLA2 inh,PREPL inhibitor,LYPLA1 inh,PAD4 inh,pPAFAH inh,GSTO1 inh
CN(C)c1ccc(P(=O)(OCc2ccccc2)C(O)c2ccc(Cl)cc2)cc1 (stereo unspecified),5,3,11,-2,33,-4,-9,0,10
Cc1cccc2nc(CSc3nc4[nH]ncc4c(=O)n3-c3ccccc3Cl)cc(=O)n12,9,2,7,4,-5,-3,-7,3,9
Cc1ccc(C)c(-c2cc(C(=O)Nc3sc(C)c(C)c3C(N)=O)c3ccccc3n2)c1,-1,-8,1,-14,0,-16,-7,-2,-4
COc1ccc(-c2noc(CCC(=O)NCCc3ccccc3)n2)cc1,-7,-1,6,16,9,0,0,9,-3
COc1cccc(NC(=O)Cn2c(=O)n(CCC(=O)NCc3ccco3)c(=O)c3ccccc32)c1,2,5,3,1,-12,-1,-3,0,-2
CC(C)N1CCc2c(sc(NC(=O)c3nc4ccccc4s3)c2C(N)=O)C1,8,6,10,2,8,-2,2,5,-1
CN(CCCN1CCOCC1)C(=O)c1cc(COc2c(F)cccc2F)on1,-7,11,0,2,17,3,2,-1,-4
CC(C)(C)OC(=O)NCCCCCNC(=O)c1[nH]cnc1C(=O)N[C@@H](CCCCNC(=O)OC(C)(C)C)C(=O)OC(C)(C)C,-9,9,-6,-1,-1,-5,-3,8,1
COc1ccc(C(C)(C)C)cc1NC(=O)c1ccccc1-n1cnnn1,-9,-2,-1,x,9,x,5,2,x
CCc1cc(-c2n[nH]c(=S)n2CC(C)C)cs1,-1,5,5,4,0,3,-1,6,6
Cc1occc1C(=O)n1cnc2ccccc21,x,x,x,3,6,-2,-1,20,11
O=C(Nc1ccc(Cn2cccn2)cc1)c1ccc(COc2ccc(Br)cc2)cc1,-5,-7,1,2,-8,3,4,2,2
CC(C)(C)OC(=O)N1Cc2ccccc2C[C@H]1C(=O)NCC(=O)NC1CCCC1,-2,-1,-2,4,-2,-2,1,3,-1
COc1ccc(/C=C/C(=O)N2CCN(c3ccccc3)CC2)cc1S(=O)(=O)N1CCOCC1,1,10,9,10,6,2,-4,4,-8
COc1ccc2oc(C(=O)N3CCN(C(=O)c4ccco4)CC3)c(C)c2c1,7,-1,6,-2,2,1,1,7,3
O=C(Nc1cccc(Cl)c1Cl)C1CCN(C(=O)c2cccs2)CC1,3,6,7,2,1,-3,-1,-6,-3
Cc1ccccc1OCC(=O)Nc1nnc(COc2ccccc2)s1,3,7,6,0,-7,-1,-5,4,-3
COc1ccccc1NNC(=O)c1cccnc1Oc1ccccc1,4,8,-2,-6,10,1,0,5,3
NC(=O)c1ccc(NC(=O)COC(=O)CC23CC4CC(CC(Br)(C4)C2)C3)cc1,-6,8,10,x,-31,x,-4,2,x
CCN(CC)CCC(c1cc(OC)c(OC)c(OC)c1)c1c(OC)cc(OC)c2c(C)cc(=O)oc12 (stereo unspecified),2,-7,2,-6,3,0,-5,-4,2
c1cncc(-c2nnc(-c3ccco3)o2)c1,-3,10,-5,2,0,-2,0,4,-3
Nc1n[nH]c2c1C1(CCCC1)Cc1ccccc1-2,-5,2,22,5,2,2,2,3,4
CSc1nnc(-c2cccc(C)c2)n1N,2,3,-3,7,-6,3,-3,-2,1
Cn1ccnc1C(O)(c1ccccc1)c1nccn1C,1,-3,-3,6,3,3,0,3,3
COc1ccc(-c2nnc(SCC(=O)Oc3ccc(C)cc3)o2)cc1,-1,-2,0,4,3,2,6,2,5
Cc1cc(-c2csc(N)n2)c(C)n1-c1ccccc1,4,-4,-5,1,22,-2,-2,11,-3
CCOC(=O)C1CCC(CNCc2ccccc2C)CC1 (stereo unspecified),-3,4,4,4,-2,-1,-3,2,6
CC(NC(=O)CN1C(=O)c2ccccc2C1=O)c1ccccc1 (stereo unspecified),5,0,0,-2,-2,-2,-2,1,-1
COc1ccc(C)cc1NC(=O)c1ccc(N(C)S(C)(=O)=O)cc1,-11,-1,0,-3,-9,-2,1,3,3
CCn1c(SCC(=O)OC)nnc1-c1ccccc1,1,5,1,6,-4,-2,0,4,-1
COc1cccc(C(=O)Nc2ccc(C(=O)O)cc2)c1,2,-8,-5,6,-8,-4,-3,-2,3
CCC1=C(OC(=O)N(CC)CC)N2C(=O)OC(=NCC3CC3)[C@]2(Cc2ccccc2)[C@H]2C1=CC[C@H]1C(=O)N(C)C(=O)[C@H]12,7,1,2,-5,8,-2,-4,5,-1
COc1cccc(C(=O)N2CCC(n3nccc3NC(=O)CCOc3ccccc3)CC2)c1,-2,3,3,7,12,1,-3,-5,-1
CN1C(=O)C(C(=O)NC(C)(C)C)C2c3ccccc3OC13CCCCC23 (stereo unspecified),-10,5,2,-1,4,-2,1,-4,7
O=C(COC(=O)c1ccc(Br)o1)NC12CC3CC(CC(C3)C1)C2,26,4,4,x,16,x,4,4,x
Cc1ccc(OCC(=O)O/N=C(\N)Cc2ccc(Cl)cc2)cc1,6,2,20,-3,-1,-1,3,4,-4
O=C(CCc1ccccc1)NCc1cccnc1,-3,-1,5,3,-3,2,3,3,0
O=C(O)C(Oc1ccc2c(-c3ccccc3)cc(=O)oc2c1)c1ccccc1 (stereo unspecified),8,3,3,-4,12,-1,-5,8,11
CCC(=O)Nc1cccc(C(=O)/C=C/c2ccccc2)c1,0,-1,3,2,8,-1,-2,2,-8
O=S(=O)(Nc1ccccc1O)c1ccc(-c2ccccc2)cc1,-3,-1,0,-12,-22,-3,-3,8,7
O=C1NC2(CCCCCC2)Oc2ccccc21,0,-1,3,3,-36,4,-5,2,-2
O=C(O)CC1C(=O)NCCN1C/C=C/c1ccccc1 (stereo unspecified),-1,10,3,-2,-1,2,-6,6,-6
COC(=O)c1c(C)[nH]c(C=O)c1-c1ccccc1,x,x,x,6,1,3,1,9,-1
CC(C)(CN1CCN(c2ccccc2)CC1)NS(=O)(=O)c1ccccc1,0,1,-3,1,-38,2,-4,2,-7
Cc1cccc(CN2CCCC(C(=O)c3ccc4c5c(cccc35)CC4)C2)n1 (stereo unspecified),7,4,5,-5,-13,-1,-6,0,10
C#CCOCCOCCOCCNc1nc(N2CCN(C(=O)Cn3cc(CCCN=C(N)N)nn3)CC2)nc(N2CCN(C(=O)[C@H](CCCCN)n3cc(CCCC)nn3)CC2)n1,-14,-1,1,2,9,5,-1,4,16
CC(=O)c1sc(NC(=O)c2ccc(C)c(C)c2)nc1C,-2,0,0,-8,-2,-2,1,-2,-19
COC(=O)Oc1ccc(/C=N/NC(=O)CN(c2ccccc2Br)S(C)(=O)=O)cc1OC,1,2,5,7,14,0,-1,0,4
O=C(CC1SC(=O)NC1=O)Nc1ccc(Cl)cc1 (stereo unspecified),-3,4,2,-7,-1,-5,-17,13,2
CCCc1noc(-c2ccc(-c3ccccc3)cc2)n1,-6,6,0,3,5,2,0,8,2
O=C(O)Cc1ccc(NS(=O)(=O)c2c(Cl)cccc2Cl)cc1,2,-1,0,-2,-2,0,1,9,8
CCOc1ccccc1C1C(C#N)=C(N)Oc2cc(N)ccc21 (stereo unspecified),3,10,4,-5,17,2,-7,41*,-4
Cc1cc(C)c(OCC(=O)Nc2ccc(NC(=O)c3ccco3)cc2)c([N+](=O)[O-])c1,-7,10,-1,-3,-8,0,3,9,-8
Cc1c(C(=O)Nc2ccncc2)sc2nc(-c3ccccc3)cn12,6,5,0,-2,6,0,0,-2,-2
Cc1cc(C)cc(NC(=S)NCC2CCN(C(C)c3ccccc3)C2)c1 (stereo unspecified),-6,7,-1,2,4,-2,0,-3,-2
Cc1cc(C)cc(N2C(=O)CC(c3ccccc3)CC2=O)c1,8,4,4,-6,17,1,-7,-3,x
Cc1ccc(S(=O)(=O)N2CC(=O)Nc3ccccc32)cc1,9,10,3,0,5,-1,-4,3,8
NCCCC[C@H]1CNC(=O)C(=O)N1CCC12CC3CC(CC(C3)C1)C2,19,14,5,-2,-2,-2,7,-1,5
O=C(CN1C(=O)c2cccc3cccc1c23)Nc1ccc(S(=O)(=O)N2CCOCC2)cc1,1,-2,1,-14,-14,-10,-7,-17,-10
Cc1ccc(C(=O)N/C(=C\c2ccccc2)C(=O)OCc2ccccc2)cc1,5,1,-2,-3,-1,-7,2,2,9

# For reference, 2 of the compounds above.
SMILES,PAFAH2 inh,PAFAH1B3 inh,PAFAH1B2 FP inh,LYPLA2 inh,PREPL inhibitor,LYPLA1 inh,PAD4 inh,pPAFAH inh,GSTO1 inh
CCC1=C(OC(=O)N(CC)CC)N2C(=O)OC(=NCC3CC3)[C@]2(Cc2ccccc2)[C@H]2C1=CC[C@H]1C(=O)N(C)C(=O)[C@H]12,7,1,2,-5,8,-2,-4,5,-1
COc1cccc(C(=O)N2CCC(n3nccc3NC(=O)CCOc3ccccc3)CC2)c1,-2,3,3,7,12,1,-3,-5,-1

# (continued)
SMILES,PAFAH2 inh,PAFAH1B3 inh,PAFAH1B2 FP inh,LYPLA2 inh,PREPL inhibitor,LYPLA1 inh,PAD4 inh,pPAFAH inh,GSTO1 inh
Cc1cc(/C=C2\NC(=O)NC2=O)c(C)n1-c1ccc(N2CCOCC2)cc1,3,3,-2,4,3,-2,-3,6,-2
COc1c(O)ccc2cnn(-c3ccccc3C)c(=O)c12,-2,13,-1,-25,-20,-11,-34,-4,0
COc1cccc(NC(=O)C(Cc2ccccc2)n2cccc2)c1 (stereo unspecified),1,6,6,-4,-15,-4,1,4,-2
COc1ccc([N+](=O)[O-])cc1NC(=O)C(C)OC(=O)C1CCC1 (stereo unspecified),-2,-2,2,-7,7,0,-5,3,-12
CCOC(=O)c1c(NC(=O)COC(=O)c2nccnc2N)sc2c1CCC2,-1,-8,1,-3,0,-1,2,1,x
S=c1[nH]nc(CCc2ccccc2)n1Cc1ccccc1,-8,4,16,9,-28,0,1,3,-4
CCC/C=C(\CCC)C(NC(=O)CCc1ccccc1)c1ccc(C(F)(F)F)cc1 (stereo unspecified),x,x,x,-6,-8,0,-2,6,-1
COCCNC(=O)/C(C#N)=C/c1cccc(/C=C(\C#N)C(=O)NCCOC)c1,-1,1,2,1,7,-1,0,2,-2
O=C(O)c1ccc(Cl)c(S(=O)(=O)Nc2ccc(OCc3ccccc3)cc2)c1,-9,8,26*,-12,10,-5,-1,9,17
O=S(=O)(c1ccccc1)N1CCN=C1SCc1ccccc1,2,-5,6,-6,-5,-3,-1,4,8
O=C(COc1ccccc1F)Nc1ccc(S(=O)(=O)N2CCCC2)cc1,1,5,5,2,4,-4,-2,0,x
Cc1cnc(NS(=O)(=O)c2ccccc2)c(C)n1,-5,4,4,-2,6,2,-1,5,0
CCOc1[nH]n(-c2ccc(Cl)cc2)c(=O)c1C=Nc1ccc(O)cc1,9,10,9,4,13,4,26*,20,19
CCOC(=O)c1ccc(-c2ccc(/C=N/NC(=O)CN(c3ccccc3Br)S(C)(=O)=O)o2)cc1,-28,-12,-16,5,-2,6,3,2,-15
COC(=O)Cc1ccc(OCC(=O)Nc2ccc(OC(F)(F)F)cc2)cc1,5,1,1,4,-32,5,-1,4,5
O=c1ccc(-c2n[nH]c(=S)n2-c2ccc(F)c(Cl)c2)n[nH]1,-12,2,1,-4,4,-1,1,-3,12
COc1ccc2nc(N3CCCC(C(=O)NCCCN4CCN(C)CC4)C3)sc2c1 (stereo unspecified),-2,14,1,8,16,6,-3,3,1
CCC(C)NC(=O)CSc1nnc(-c2cc(-c3cccs3)nc3ccccc23)o1 (stereo unspecified),-6,11,-1,3,13,-6,4,-3,-1
CCNC(=S)N1CCN(C(=O)C(Cc2ccccc2)NC(C)=O)CC1 (stereo unspecified),0,7,4,6,3,7,-5,-3,-4
C/C(N)=N\S(=O)(=O)c1ccc(Cl)cc1,-2,12,3,3,5,-2,-2,1,36*
